dFosB activator – enhances mouse delta FosB homodimer DNA binding; hit rate 0.99% among 340,000; purified delta FosB, TAMRA-CDK5 oligo fluorescence polarization; percent of positive-control signal above neutral wells; activation, % at 25 µM; AID 493131;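 active = mean activation above about 17%, with every replicate also reaching it, limit read from the data, passing the limit was not always enough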;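 also: fluorescence polarization rise as delta FosB binds a TAMRA Cdk5 AP-1 oligo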
MITF TRPM1 HTS – MITF TRPM1 promoter activation in melanoma cells. SK-MEL-5 TRPM1-promoter luciferase, 24 h; % of positive control, neutral wells = 0. activation, % at 12.5 µM. hit rate 0.75% among 300,000;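 active = mean activation of at least 80% with every replicate also reaching 80%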;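 also: 0% = neutral control wells and 100% = parthenolide positive control wells; values of inactives mirror those of a sister screen read the other way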
CAL PDZ FP-1 – human CAL PDZ-peptide interaction inhibition; hit rate 0.02% among 330,000; purified CAL PDZ, TMR-peptide fluorescence polarization, 1 h; inhibition, % at 20 µM; Q9HD26; AID 504414;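 active = highest replicate inhibition of at least 40%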;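 also: plate controls were DMSO neutral control wells for no effect and unlabeled competitor peptide control wells for full effect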
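Material: tagged CAL PDZ domain; buffer or medium: 25 mM sodium phosphate pH 7.4, 150 mM NaCl, TCEP, IgG, Thesit; compound dosing: single point, 20 µM; schedule: 1 h incubation at room temperature before polarization reading; measured by: FP readout, S and P plane fluorescence; read-out basis: percent inhibition from loss of millipolarization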
CAL PDZ FP-2 – blocks peptide binding to the human CAL PDZ domain. Q9HD26. purified CAL PDZ, TMR-peptide fluorescence polarization, 1 h. inhibition, % at 24.9 µM. hit rate 0.92% among 300,000. AID 602252;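 active = mean inhibition of at least 30% with at least half of replicates also reaching 30%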;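 also: 0% = DMSO neutral control and 100% = excess unlabeled competitor peptide PRC23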
V-ATPase pHluor – yeast V-ATPase proton transport regulation by pHLuorin; S. cerevisiae, pHLuorin cytosolic pH fluorescence; response, % at 10 µM; hit rate 0.37% among 350,000; in the data active = response mostly above about 7.3%, no sharp cut-off; inactive = mostly below about 5.4%; also: actives read high; inactives centre near 0; some compounds called inactive have numbers as strong as hits; reference of the scale not given here
Rtt109 Vps75 – inhibitors of Candida albicans Rtt109/Vps75 histone acetyltransferase; purified Rtt109/Vps75, ThioGlo CoA-SH fluorescence, 4 h; inhibition, % at 34.9 µM; hit rate 0.16% among 330,000;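 active = inhibition of at least 50% in every replicate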
Target sequence (Q5AAJ8 whole entry, looked up): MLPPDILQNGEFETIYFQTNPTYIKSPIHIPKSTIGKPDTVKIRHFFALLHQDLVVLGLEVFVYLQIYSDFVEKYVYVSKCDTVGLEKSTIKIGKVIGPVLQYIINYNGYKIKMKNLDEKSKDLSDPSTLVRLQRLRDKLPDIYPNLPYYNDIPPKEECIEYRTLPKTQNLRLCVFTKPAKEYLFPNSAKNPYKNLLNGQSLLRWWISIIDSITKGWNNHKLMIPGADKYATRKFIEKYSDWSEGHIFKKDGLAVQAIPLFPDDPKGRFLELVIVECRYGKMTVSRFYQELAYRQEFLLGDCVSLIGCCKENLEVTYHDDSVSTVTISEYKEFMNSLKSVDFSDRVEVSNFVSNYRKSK
CDK5 p35 inh – CDK5/p35 (human) kinase inhibition | Recombinant CDK5/p35, ADP-Glo luminescence, 60 min | hit rate 0.01% among 330,000 | Q00535+Q15078 | inhibition, % at 10 µM;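 active = highest replicate inhibition of at least 50% and at least 75% of replicates reaching 50%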;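 also: plate controls were DMSO neutral control for no effect and GW8510 at 10 µM for full effect; many of its hits are not listed in these tables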
Target sequence (Q00535 whole entry, looked up): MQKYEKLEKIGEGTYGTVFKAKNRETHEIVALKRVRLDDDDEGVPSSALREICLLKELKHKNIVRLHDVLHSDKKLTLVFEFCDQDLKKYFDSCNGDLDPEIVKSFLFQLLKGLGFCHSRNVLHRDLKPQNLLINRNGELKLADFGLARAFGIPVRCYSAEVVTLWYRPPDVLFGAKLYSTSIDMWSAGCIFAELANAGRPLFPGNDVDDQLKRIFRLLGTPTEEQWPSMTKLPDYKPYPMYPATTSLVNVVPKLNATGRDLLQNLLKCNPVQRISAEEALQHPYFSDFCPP
Target sequence (Q15078 whole entry, looked up): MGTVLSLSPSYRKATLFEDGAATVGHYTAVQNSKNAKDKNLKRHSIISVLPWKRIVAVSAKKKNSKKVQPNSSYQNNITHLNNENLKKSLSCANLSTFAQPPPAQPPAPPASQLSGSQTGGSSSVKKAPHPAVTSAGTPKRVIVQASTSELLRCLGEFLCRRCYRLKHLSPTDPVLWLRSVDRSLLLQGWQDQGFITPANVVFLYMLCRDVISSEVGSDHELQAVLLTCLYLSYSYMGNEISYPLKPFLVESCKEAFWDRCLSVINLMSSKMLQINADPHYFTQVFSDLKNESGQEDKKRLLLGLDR
Wnt act – Wnt/beta-catenin pathway activation | Wnt/beta-catenin reporter cell assay, activator, plate reader | activation, % at 9.35 µM | hit rate 1.2% among 300,000 | AID 743398; in the data active = activation above about 30%, passing the limit was not always enough;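 also: 0% = neutral control wells and 100% = positive control wells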
Tat export inh – inhibitors of E. coli Tat protein transport; E. coli MC4100 TorA-mCherry Tat export, fluorescence; inhibition, % at 10 µM; hit rate 0.036% among 340,000; AID 488895;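 active = mean replicate inhibition at least 50% and at least half of replicates individually reaching 50%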;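 also: exported cargo escapes ClpAP degradation while cytoplasmic cargo is degraded and loses fluorescence; 0% = median of neutral control wells and 100% = median of NaSCN control wells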
RTF Ca sens act – cardiac RTF calcium sensitization; P19429+P45379; IANBD-labeled TnC RTF fluorescence at EC20 calcium; 0% EC20 calcium, 100% full calcium; activation, % at 7.2 µM; hit rate 0.24% among 340,000; AID 493008;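 active = activation above the mean over all tested compounds plus 3 SD, cut at about 30% in these data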;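 also: rise in fluorescence read as greater calcium sensitivity of cardiac thin filaments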
* hit, by the source's call. Rows were taken by chance. Share with any hit: about 4.1%.

Results for CCC(C)NC(=O)CN1C(=O)NC2(CCOc3ccccc32)C1=O (stereo not given) ?
dFosB activator: 2.8; MITF TRPM1 HTS: -3.6; CAL PDZ FP-1: -3.0; CAL PDZ FP-2: -4.5; V-ATPase pHluor: 0.0; Rtt109 Vps75: -2.5; CDK5 p35 inh: -0.2; Wnt act: -1.0; Tat export inh: -3.3; RTF Ca sens act: -0.8

What do the screens show for `CCOC(=O)c1ccccc1NC(=O)c1n[nH]c(=O)c2ccccc12`?
dFosB activator: -17.3; MITF TRPM1 HTS: -11.3; CAL PDZ FP-1: -2.8; CAL PDZ FP-2: -3.2; V-ATPase pHluor: 0.0; Rtt109 Vps75: -2.9; CDK5 p35 inh: 0.0; Tat export inh: -5.5; RTF Ca sens act: -1.4

What do the screens show for `CN1CCc2nc3sc(C(=O)C45CC6CC(CC(C6)C4)C5)c(N)c3cc2C1`?
dFosB activator: -51.9; MITF TRPM1 HTS: 8.1; CAL PDZ FP-1: -0.1; CAL PDZ FP-2: -0.1; V-ATPase pHluor: -14.5; Rtt109 Vps75: 8.1; CDK5 p35 inh: -0.2; Wnt act: -1.8; Tat export inh: -4.3; RTF Ca sens act: -8.2

How did COc1ccc(CC(=O)Nc2ccc(C(=O)Nc3nccs3)cc2)cc1OC do in these assays?
dFosB activator: -8.3; MITF TRPM1 HTS: 17.3; CAL PDZ FP-1: -1.8; CAL PDZ FP-2: 0.5; V-ATPase pHluor: 3.3; Rtt109 Vps75: 0.6; CDK5 p35 inh: -0.9; Wnt act: -1.3; Tat export inh: -2.3; RTF Ca sens act: 5.7

Results for COc1ccc([N+](=O)[O-])cc1NC(=O)CCN1CCN(c2ccccc2OC)CC1 ?
dFosB activator: -4.1; MITF TRPM1 HTS: 3.6; CAL PDZ FP-1: 0.0; CAL PDZ FP-2: -5.8; V-ATPase pHluor: 0.1; Rtt109 Vps75: -4.4; CDK5 p35 inh: -0.6; Wnt act: -0.5; Tat export inh: 0.2; RTF Ca sens act: 3.0

Results for CCN(CC)/C(=N\S(=O)(=O)c1ccccc1C)c1ccccc1 ?
dFosB activator: -7.9; MITF TRPM1 HTS: 0.2; CAL PDZ FP-1: -3.9; CAL PDZ FP-2: -2.8; V-ATPase pHluor: -0.9; Rtt109 Vps75: 0.5; CDK5 p35 inh: -2.2; Wnt act: -0.8; Tat export inh: -1.8; RTF Ca sens act: 1.1

Results for CCOC(=O)CN1C(=O)S/C(=C/c2cccc([N+](=O)[O-])c2O)C1=O ?
dFosB activator: 7.7; MITF TRPM1 HTS: 9.0; CAL PDZ FP-2: -0.6; V-ATPase pHluor: -2.6; Rtt109 Vps75: -1.1; CDK5 p35 inh: 5.9; Wnt act: -1.0; Tat export inh: -2.3; RTF Ca sens act: -6.9

What do the screens show for `O=S(=O)(c1ccc(Cl)s1)N1CCCc2cccc(O)c21`?
dFosB activator: 5.2; CAL PDZ FP-1: 0.7; CAL PDZ FP-2: 2.0; V-ATPase pHluor: 0.8; Rtt109 Vps75: -0.7; CDK5 p35 inh: -0.1; Wnt act: 38.8*; Tat export inh: 5.4; RTF Ca sens act: 4.2

Results for CCN(CC)c1c2c(c(C#N)c3nc4ccccc4n13)CCC2 ?
dFosB activator: -0.5; MITF TRPM1 HTS: -17.6; CAL PDZ FP-1: -0.5; V-ATPase pHluor: -2.5; Rtt109 Vps75: 11.0; CDK5 p35 inh: 2.3; Tat export inh: -5.1; RTF Ca sens act: -3.8

How did CCOC(=O)c1sc(NC(=S)NC(=O)C2CC2)cc1C do in these assays?
dFosB activator: 12.3; MITF TRPM1 HTS: 4.0; CAL PDZ FP-1: -0.4; V-ATPase pHluor: 2.1; Rtt109 Vps75: 6.8; CDK5 p35 inh: 1.8; Wnt act: 3.3; Tat export inh: -3.2; RTF Ca sens act: -9.4

How did Cc1ccc(NC(=O)CNC(=O)OCc2ccccc2)cc1C do in these assays?
dFosB activator: -9.1; MITF TRPM1 HTS: 9.8; CAL PDZ FP-1: -0.9; CAL PDZ FP-2: -6.4; V-ATPase pHluor: 0.6; Rtt109 Vps75: -2.7; CDK5 p35 inh: 2.3; Wnt act: -1.7; Tat export inh: -6.7; RTF Ca sens act: -6.9

Results for O=C(CSc1nccn1Cc1ccco1)Nc1cccc(F)c1 ?
dFosB activator: -6.1; MITF TRPM1 HTS: 34.1; CAL PDZ FP-1: -0.7; V-ATPase pHluor: -1.2; Rtt109 Vps75: 22.8; CDK5 p35 inh: -1.2; Wnt act: -2.0; Tat export inh: -13.3; RTF Ca sens act: 0.2

Results for CCn1c(=O)c2c(nc3n2CCN3c2ccccc2)n(C)c1=O ?
dFosB activator: 2.0; MITF TRPM1 HTS: 2.4; CAL PDZ FP-1: -0.2; CAL PDZ FP-2: -3.7; V-ATPase pHluor: 1.9; Rtt109 Vps75: 9.5; CDK5 p35 inh: 0.6; Wnt act: 0.6; Tat export inh: 11.7; RTF Ca sens act: 2.0

Results for Cc1cc2c(c(=O)o1)C(Cc1ccccc1)C(C#N)=C(N)O2 (stereo not given) ?
dFosB activator: -8.4; MITF TRPM1 HTS: -4.2; CAL PDZ FP-1: -2.9; CAL PDZ FP-2: -2.2; V-ATPase pHluor: -0.8; Rtt109 Vps75: -14.2; CDK5 p35 inh: 0.0; Wnt act: -1.3; Tat export inh: -0.4; RTF Ca sens act: 1.7

Results for COC(=O)Cn1c2ccc(F)cc2c2nc(C)sc21 ?
dFosB activator: -1.5; MITF TRPM1 HTS: -1.5; CAL PDZ FP-1: 0.4; CAL PDZ FP-2: 1.9; V-ATPase pHluor: 1.4; Rtt109 Vps75: -4.7; CDK5 p35 inh: -0.3; Wnt act: -1.7; Tat export inh: -5.4; RTF Ca sens act: 7.8

What do the screens show for `Cc1ccc2nc(-c3cccc(Br)c3)cc(C(=O)Nn3cnnc3)c2c1`?
dFosB activator: -9.2; MITF TRPM1 HTS: 31.4; CAL PDZ FP-1: -0.2; CAL PDZ FP-2: -14.2; V-ATPase pHluor: 0.2; Rtt109 Vps75: -2.1; CDK5 p35 inh: 1.8; Wnt act: -2.1; Tat export inh: 0.3; RTF Ca sens act: -2.2

How did CCOC(=O)c1cc2c(=O)n3ccccc3nc2n(CCCOC)c1=NC(C)=O do in these assays?
dFosB activator: -4.5; CAL PDZ FP-1: -1.7; CAL PDZ FP-2: -2.2; V-ATPase pHluor: 1.8; Rtt109 Vps75: -272.8; CDK5 p35 inh: 3.1; Wnt act: -0.9; Tat export inh: 4.1; RTF Ca sens act: 2.3

Results for CC1CC(=O)N(CC(=O)N2CCCC2)c2ccccc2S1 (stereo not given) ?
dFosB activator: 1.8; MITF TRPM1 HTS: -14.4; CAL PDZ FP-1: -0.8; V-ATPase pHluor: 0.3; Rtt109 Vps75: -9.2; CDK5 p35 inh: -0.7; Wnt act: 0.5; Tat export inh: 4.6; RTF Ca sens act: 8.0

Results for CCSc1nnc(NC(=O)CCNS(=O)(=O)c2ccccc2F)s1 ?
dFosB activator: -8.6; MITF TRPM1 HTS: -4.3; CAL PDZ FP-1: -4.0; CAL PDZ FP-2: -6.4; V-ATPase pHluor: 3.4; Rtt109 Vps75: 9.9; CDK5 p35 inh: 1.1; Wnt act: 12.2; Tat export inh: 3.2; RTF Ca sens act: 7.2

How did Cc1ccc(O)c(C2=NOC(O)(C(F)(F)C(F)F)C2)c1 (stereo not given) do in these assays?
dFosB activator: 3.3; MITF TRPM1 HTS: -2.3; CAL PDZ FP-1: -0.7; CAL PDZ FP-2: -5.1; V-ATPase pHluor: -2.8; Rtt109 Vps75: -1.1; CDK5 p35 inh: -0.4; Tat export inh: -3.9; RTF Ca sens act: 3.5

What do the screens show for `O=C(CCS(=O)(=O)c1ccccc1)N1CCN(c2ccc(F)cc2)CC1`?
dFosB activator: -1.9; MITF TRPM1 HTS: 50.0; CAL PDZ FP-1: 0.2; CAL PDZ FP-2: -3.4; V-ATPase pHluor: -1.5; Rtt109 Vps75: -3.2; CDK5 p35 inh: -3.2; Wnt act: 6.3; Tat export inh: 0.5; RTF Ca sens act: 1.2

How did O=[N+]([O-])c1ccc(N/N=C/c2ccccc2)c(F)c1 do in these assays?
dFosB activator: -1.8; MITF TRPM1 HTS: 87.3*; CAL PDZ FP-1: -0.8; CAL PDZ FP-2: -3.6; V-ATPase pHluor: 0.8; Rtt109 Vps75: -12.1; CDK5 p35 inh: -1.8; Wnt act: 33.9*; Tat export inh: -3.2; RTF Ca sens act: 13.3

Results for CC(C)N(C(=O)CSc1nnc(CSc2ncccn2)n1C)C(C)C ?
dFosB activator: -1.0; MITF TRPM1 HTS: -15.6; CAL PDZ FP-1: 0.2; V-ATPase pHluor: 0.6; Rtt109 Vps75: 1.6; CDK5 p35 inh: 0.1; Wnt act: -0.8; Tat export inh: -2.1; RTF Ca sens act: 2.3

What do the screens show for `CCOc1ccc(N(CC(=O)NC2CCCCC2)C(=O)CCC(=O)Nc2nccs2)cc1`?
dFosB activator: -3.7; MITF TRPM1 HTS: 7.3; CAL PDZ FP-1: -2.0; CAL PDZ FP-2: -6.1; V-ATPase pHluor: -4.0; Rtt109 Vps75: 6.0; CDK5 p35 inh: -0.4; Wnt act: 0.4; Tat export inh: -10.9; RTF Ca sens act: -2.4

Results for COc1ccccc1N(CC(=O)N/N=C/c1ccc(SC)cc1)S(C)(=O)=O ?
dFosB activator: -8.3; MITF TRPM1 HTS: 6.8; CAL PDZ FP-1: -1.6; CAL PDZ FP-2: -1.4; V-ATPase pHluor: 0.3; Rtt109 Vps75: 0.6; CDK5 p35 inh: 0.6; Wnt act: -7.4; Tat export inh: -4.2; RTF Ca sens act: 3.9

What do the screens show for `CCc1ccc(NC(=S)N2CCC(NC(=O)c3ccccc3OC)CC2)cc1`?
dFosB activator: -7.6; CAL PDZ FP-1: 0.2; CAL PDZ FP-2: -3.6; V-ATPase pHluor: 3.4; Rtt109 Vps75: 15.3; CDK5 p35 inh: -1.3; Wnt act: 2.3; Tat export inh: 1.8; RTF Ca sens act: -0.2

Results for CCn1c(=O)c(CCC(=O)N2CCN(c3ccccn3)CC2)c(C)c2c(C)nn(-c3ccccc3)c21 ?
dFosB activator: 1.1; MITF TRPM1 HTS: 0.6; CAL PDZ FP-1: -1.8; V-ATPase pHluor: -0.8; Rtt109 Vps75: 15.5; CDK5 p35 inh: 1.5; Wnt act: -2.2; Tat export inh: 3.1; RTF Ca sens act: -4.2

Results for Cc1ccccc1-c1nnc(SCC(=O)N(C)c2c(N)n(Cc3ccccc3)c(=O)[nH]c2=O)n1C ?
dFosB activator: -7.0; MITF TRPM1 HTS: -3.7; CAL PDZ FP-1: -1.8; CAL PDZ FP-2: -2.3; V-ATPase pHluor: 1.2; Rtt109 Vps75: -6.6; CDK5 p35 inh: -1.0; Wnt act: 2.3; Tat export inh: -8.7; RTF Ca sens act: -1.2

Assay outcomes from PubChem BioAssay.
